Screens: PubChem, several laboratories
PLK1 inh = PLK1 (human) kinase inhibition; P53350; recombinant PLK1 kinase, TR-FRET peptide phosphorylation; inhibition, % at 10 µM; actives 0.53% (n = 97,000);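 active = inhibition of 50% or more in the single-concentration screen; inactive = inhibition below 50%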;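 also: 0% = DMSO max control and 100% = H-89 dihydrochloride min control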
Rev-RRE block = inhibitors of HIV-1 Rev-RRE RNA interaction. P05866. Rev peptide-RRE RNA binding, FRET. inhibition, % at 8 µM. actives 0.79% (n = 97,000);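 active = inhibition above the screen-wide mean plus 3 SD, cut at about 35% in these data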;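 also: 0% = median DMSO wells and 100% = median Neomycin B control wells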
Target sequence (P05866 whole entry, looked up): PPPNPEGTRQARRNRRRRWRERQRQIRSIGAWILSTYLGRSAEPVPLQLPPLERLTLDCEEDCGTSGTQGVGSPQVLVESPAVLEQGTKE
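System: Cy5-labelled duplex RRE RNA binding fluorescein-labelled HIV Rev peptide; Signal: fluorescein-to-Cy5 FRET, 480 nm excitation; Also added: labelled Rev peptide; Compound: one concentration, 8 µM nominal; Buffer or medium: HEPES pH 7.5 salt buffer with EDTA; Read-out: % inhibition of FRET ratio versus controls; Schedule: 5 min preincubation and 15 min binding, 25 °C.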
LYP act = activators of human LYP (PTPN22) phosphatase | actives 0.11% (n = 96,000) | AID 697 | recombinant LYP, DiFMUP fluorescence; 0 = plate median, 100 = signal doubled | activation, % at 2 µM | Q9Y2R2;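 active = activation at 2 µM above a set limit, the mean plus 5 SD, cut at about 37% in these data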
Target sequence (Q9Y2R2 whole entry, looked up): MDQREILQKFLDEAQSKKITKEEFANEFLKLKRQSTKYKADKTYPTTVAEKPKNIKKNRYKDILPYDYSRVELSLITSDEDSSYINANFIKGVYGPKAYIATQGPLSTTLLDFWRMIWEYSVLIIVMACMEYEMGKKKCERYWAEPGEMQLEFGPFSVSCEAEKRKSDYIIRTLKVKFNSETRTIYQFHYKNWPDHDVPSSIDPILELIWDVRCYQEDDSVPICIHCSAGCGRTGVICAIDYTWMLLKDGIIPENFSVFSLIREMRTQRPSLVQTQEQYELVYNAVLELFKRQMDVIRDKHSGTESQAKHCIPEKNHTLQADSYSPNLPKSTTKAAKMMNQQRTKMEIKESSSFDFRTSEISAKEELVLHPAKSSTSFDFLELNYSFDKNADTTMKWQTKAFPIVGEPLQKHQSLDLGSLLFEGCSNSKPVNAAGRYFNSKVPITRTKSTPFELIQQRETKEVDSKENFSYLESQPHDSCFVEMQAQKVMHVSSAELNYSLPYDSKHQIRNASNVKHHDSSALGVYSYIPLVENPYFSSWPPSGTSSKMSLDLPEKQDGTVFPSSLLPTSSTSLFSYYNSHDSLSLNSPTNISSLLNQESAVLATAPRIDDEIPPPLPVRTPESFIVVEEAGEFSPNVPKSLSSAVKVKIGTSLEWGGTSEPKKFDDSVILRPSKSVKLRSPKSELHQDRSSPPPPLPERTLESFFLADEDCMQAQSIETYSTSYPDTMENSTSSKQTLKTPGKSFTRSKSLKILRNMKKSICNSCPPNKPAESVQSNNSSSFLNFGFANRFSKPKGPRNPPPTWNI
FAK inh = inhibitors of human focal adhesion kinase. Q05397. biochemical FAK kinase activity assay. inhibition, %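 (tested at 7 µM)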. actives 0.84% (n = 97,000). AID 727; in the data active = inhibition above about 19%;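 also: 0% = DMSO and 100% = reference compound high control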
LYP inh 2 = LYP (human) phosphatase inhibition. Q9Y2R2. recombinant LYP catalytic domain, DiFMUP fluorescence. inhibition, % at 2 µM. actives 0.21% (n = 96,000). AID 640;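 active = inhibition at 2 µM at or above a set limit, the screen mean plus 3 SD, cut at about 24% in these data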;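 also: 0% = DMSO with enzyme and 100% = enzyme fully blocked by orthovanadate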
cytoskel mod = alters cytoskeleton assembly in HUVEC cells. HUVEC TNFa F-actin phalloidin imaging, high content. inhibition, % at 2 µM. actives 0.18% (n = 91,000). AID 836;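 active = inhibition above the batch mean plus 3 SD and confirmed as a hit by visual image inspection, cut at about 30% in these data, passing the limit was not always enough; inconclusive = above the inhibition threshold but rejected on visual inspection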; also: strong numbers were not always called active
EphB4 ephrin blk = blocks human EphB4 binding to ephrin-B2. EphB4 LBD / TNYL-RAW-Alexa532 peptide, fluorescence polarization. inhibition, % at 7 µM. P54760. actives 0.15% (n = 97,000);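 active = inhibition above the screen-wide mean inhibition plus 3 SD, cut at about 15% in these data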;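 also: 0% = DMSO wells and 100% = excess unlabeled TNYL-RAW peptide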
PTK2B oligo ant = antagonists of human Pyk2 oligomerization. Q293 cells, Pyk2 FERM NanoBiT luminescence; stronger effect = lower value. Q14289. z-score (the deposit names both 25 µM and 10 µM). actives 0.83% (n = 99,000);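 active = Z-score of -3 or lower, scaled per plate to the spread of control and sample wells; inactive = z-score above -3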;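 also: negative z-score means lost luminescence so less FERM oligomerization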
Plk1 PBD FP = blocks phosphopeptide binding to human Plk1 polo box domain; P53350; actives 0.13% (n = 97,000); AID 693; inhibition, %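 (tested at about 20 µM)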; Plk1 PBD phosphopeptide binding, fluorescence polarization; in the data active = inhibition above about 34%, passing the limit was not always enough
Active calls of the source: *; ? = inconclusive; · = no result given.

SMILES	PLK1 inh	Rev-RRE block	LYP act	FAK inh	LYP inh 2	cytoskel mod	EphB4 ephrin blk	PTK2B oligo ant	Plk1 PBD FP
CSCCC(NC(=O)c1c(C)oc2c1CCCC2)C(=O)O (stereo not given)	-11	2	0	-2	1	30	-1	0.7	-38
COc1ccc(C(=O)NCC(=O)NCC2(N(C)C)CCCCC2)cc1OC	-13	10	-3	0	2	3	3	0.34	-21
CC(C)OC(=O)c1nnn(-c2nonc2N)c1CSc1ccccn1	-9	5	0	-2	-1	2	-3	-2.1	2
O=C(O)CCS(=O)(=O)Cc1cccc(Cl)c1	-9	3	-6	-1	4	-24	-9	1.6	6
O=S(=O)(N/N=C\c1cn(-c2ccccc2)nc1-c1ccccc1)c1ccccc1	-13	3	4	-2	-2	-29	-2	-1.4	6
CCCCCn1c(N)c(-c2nc3ccccc3s2)c2c([N+](=O)[O-])nn(C)c(=O)c21	-10	5	1	4	3	-14	4	0.98	21
CCn1cnc2sc(C(=O)N3CCN(Cc4ccc5c(c4)OCO5)CC3)c(C)c2c1=O	-19	2	-8	-1	6	48	0	·	11
O=C(Cn1cc2c(n1)CCCC2)NCC1CCCO1 (stereo not given)	-24	8	-6	-2	5	-17	3	·	-8
CC(C)NC1CS(=O)(=O)CC1O (stereo not given)	-8	1	-1	-1	1	?	-4	0.24	-9
Cc1noc(C)c1C(=O)OCC(=O)c1c(N)n(CC(C)C)c(=O)n(C)c1=O	-10	5	6	0	-7	40	-2	0.56	10
CCC(C)C1NC(=S)N(Cc2ccccc2)C1=O (stereo not given)	-8	-3	-4	-5	7	-5	-12	-1.2	29
CC1(C)Cc2c(c(N3CCOCC3)nc3sc(-c4ccc(C(=O)O)o4)c(N)c23)CO1	-9	40*	-1	0	3	1	6	-0.2	-7
CC1(c2cccs2)CC(c2cccs2)=C(C#N)C(=O)N1 (stereo not given)	-11	10	-6	11	6	15	1	-2	-8
O=C(NCCCN1CCN(CCCNC(=O)c2ccccc2F)CC1)c1ccccc1F	-2	4	1	-3	-3	-6	5	-0.38	-11
Cc1cc(C)cc(Oc2ccccc2/C=C\C(=O)O)c1	-14	-1	·	-4	·	·	3	1.1	-21
CCCNc1nc(C)nc2c1cnn2CCc1ccccc1	-10	4	-9	8	9	4	3	-0.36	4
O=C(Nc1ccc(N2CCN(C(=O)c3ccco3)CC2)cc1)c1cccc(F)c1	-3	0	-5	-3	4	-11	3	1.4	-14
Nn1c(SCc2csc(-c3ccccc3)n2)nnc1-c1cccs1	-11	0	-9	0	8	-3	2	2	0
O=C(Nc1nccs1)c1sc2ccccc2c1Cl	-7	2	3	4	-5	10	2	-0.87	-8
COC(=O)c1c(NC(=O)CN2CCC(C(N)=O)CC2)c2c(C)cccc2n1C	-3	5	-5	0	3	46	0	-0.82	-3
CC(NCc1ccco1)C(=O)N1CCc2ccccc2C1 (stereo not given)	4	11	2	-2	-3	1	8	0.45	-16
O=C(COC(=O)CCCNC(=O)c1ccc(Cl)cc1)NC1CC1	-4	0	7	-5	-8	21	-3	-0.97	-27
Cc1cc(OCC(=O)O/N=C(\N)Cc2cccs2)ccc1Br	-1	4	13	-1	-9	-2	4	0.92	-18
COc1ccc(Br)c(C(=O)Nn2c(C)nc3ccccc3c2=O)c1	-14	7	-9	-1	8	15	13	0.35	14
Cc1cc(Cl)c(S(=O)(=O)Nc2ccc3c(c2)OCO3)cc1OCC(N)=O	-9	3	-9	5	2	-11	-5	-1.6	5
CCOc1ccc(CCNC(=O)CN2CCN(Cc3ccccc3F)C2=O)cc1OCC	-12	4	-4	-5	2	2	-3	1.5	-16
Cc1cc(C)nc(Sc2ncnc3c2oc2ccccc23)n1	-18	0	-7	1	7	10	5	-0.4	26
Cc1ccc(-n2ncc3c(N4CCC(C(N)=O)CC4)ncnc32)c(C)c1	-6	3	0	-1	-2	-32	-8	1.9	4
O=C(CSc1nnc(C2CC2)n1Cc1ccccc1)NCc1ccccc1	-10	-1	1	-1	-1	12	-3	-0.02	-5
Cc1cc(OCC(=O)Nc2ccc(N3CCCC3)cc2)cc(C)c1Cl	-8	10	-1	33*	2	11	6	-1.1	5
Cc1cc(Nc2nc3ccccc3nc2Cl)n(-c2ccc([N+](=O)[O-])cc2)n1	-5	6	-3	-1	6	2	2	-2.4	-6
COc1ccc(/C=N\NC(=O)COc2ccccc2Cl)cc1Cn1nc(C)cc1C	-6	5	8	3	-3	0	-4	1.9	-15
CCCOc1ccc(C2/C(=C(/O)c3ccc(F)cc3)C(=O)C(=O)N2CCCN(C)C)cc1 (stereo not given)	-6	1	1	-1	-4	15	2	-0.21	19
O=C(CSc1nnc(-c2cccs2)n1-c1ccccc1)N1CCCc2ccccc21	0	4	-6	-79	3	-11	-2	-2.5	7
CC(C)(C)NC(=O)Cn1nnc(-c2ccc(Cl)cc2)n1	-19	7	6	-2	-6	-13	7	1.7	-7
COc1nc2ccc(C)cc2cc1-c1noc(-c2ccccc2)n1	-8	12	0	-9	3	-13	8	0.96	4
O=C(c1noc2c1CCCC2)N1CCN(c2ccc(F)cc2)CC1	-7	-1	18	-3	-21	-8	-7	-0.18	-3
CN1CCN(c2nc3c(c(=O)[nH]c(=O)n3C)n2Cc2cccc3ccccc23)CC1	-11	4	2	-10	-1	7	-10	0.3	14
O=c1c2c3c(sc2ncn1-n1cccc1)CCCCC3	-11	-1	-4	3	5	22	-3	-0.31	6
Cc1cccc(C)c1NC(=S)N1CCC(N(C)CC2CCCO2)CC1 (stereo not given)	-8	10	12	4	-11	14	-3	0.61	-6
CC(=O)c1c(C)oc2ccc(N(C(C)=O)S(=O)(=O)c3ccc(Cl)c([N+](=O)[O-])c3)cc12	-8	5	0	3	-2	-20	-1	0.86	12
O=C(/C=C1\NCC2c3ccccc3CCN2C1=O)c1ccccc1 (stereo not given)	-16	5	-6	7	8	11	0	0.72	-11
CCOc1ccc(NC(=O)Cn2nnc(-c3ccccc3F)n2)cc1	-7	3	-11	-2	7	-20	4	0.56	4
CSc1ccc2[nH]c(=O)cc(C)c2c1	-11	8	-13	2	13	-27	-11	0.86	27
CCCOc1ccc(NC(=O)c2c(-c3ccccc3)noc2C)cc1	-12	8	6	0	-8	-6	6	·	-13
COc1cccc(C(=O)Nn2c(C)nnc2-n2nc(C)cc2C)c1	-6	2	10	-3	-10	-57	5	0.45	3
Cc1sc2nc(SCC(=O)OC(C)C)n(C)c(=O)c2c1C	-1	7	0	3	-2	41	-2	-0.04	-13
CC1(C)C2CCC13CS(=O)(=O)NC3C2 (stereo not given)	1	6	12	-2	-10	0	0	-0.36	-5
COc1ccc(C2c3sc(=O)[nH]c3SC3C(=O)N(c4ccccc4)C(=O)C32)cc1 (stereo not given)	4	6	4	0	-7	3	3	·	-7
Cn1c(=O)c2c(nc(NC(Cc3ccccc3)C(=O)O)n2Cc2ccccc2)n(C)c1=O (stereo not given)	1	2	-2	2	-1	11	1	0.77	-6

More entries.
SMILES	PLK1 inh	Rev-RRE block	LYP act	FAK inh	LYP inh 2	cytoskel mod	EphB4 ephrin blk	PTK2B oligo ant	Plk1 PBD FP
Cn1c(SCC(=O)NC(C)(C)C)nc(O)cc1=O	-3	6	7	0	-11	-5	4	1.3	0
COC(=O)c1cc(NS(=O)(=O)c2ccc3c(c2)CCC(=O)N3)cc(C(=O)OC)c1	-6	5	-14	3	18	·	-2	-0.21	27
COCc1nnc(SCC(=O)Nc2cccc(Cl)c2C)n1-c1ccccc1	-9	-2	14	4	-14	4	-1	-0.12	-13
CN1CC(=O)N(CC(=O)NCCc2ccc(F)cc2)c2ccccc2C1=O	-11	6	5	-2	-8	-3	-5	0.11	10
Cc1nnc(SCc2nc3ccccc3[nH]2)s1	-2	6	11	-3	-14	-26	5	-0.19	-9
O=C1C2C3C=CC(C3)C2C(=O)N1c1cccc(-c2nc3ccccc3o2)c1 (stereo not given)	-4	5	-1	0	-2	-23	4	-0.95	15
O=C(CSc1nc2ccccc2o1)NCc1ccc2c(c1)OCO2	-4	10	9	-2	-11	-1	5	·	-7
Cc1ccc(S(=O)(=O)N2Cc3ccccc3CC2C(=O)Nn2cnnc2)cc1 (stereo not given)	-10	0	26	2	-27	2	-3	-0.91	9
CCCc1nc2oc3cc(OC)ccc3c(=O)c2c(=O)n1Cc1ccco1	-15	12	-8	4	7	-42	-12	-0.34	-13
Cc1ccc(C)c(Cn2nnc3c(=O)[nH]c(C4CCN(C(=O)c5cccs5)CC4)nc32)c1	-30	15	-6	2	8	-15	-1	-1.5	-6
c1ccc2nc(N3CCOCC3)c(N3CCOCC3)nc2c1	-3	5	4	1	-4	-22	-1	0.37	-8
Cc1ccccc1/C=N/NC(=O)Cn1cnc([N+](=O)[O-])n1	-8	7	3	0	-3	-4	1	1.2	35
COc1cccc(C(=O)Nc2ccc(S(=O)(=O)Nc3onc(C)c3C)cc2)c1	-6	4	-2	-1	2	-2	3	0.23	24
c1cnc(-c2nnc3n2CCCCC3)cn1	0	-1	-5	-2	6	5	-2	0.73	15
Cc1ccc(C(=O)Nc2ccccc2C(=O)NC(C(=O)O)C(C)C)cc1 (stereo not given)	-9	-2	32	-2	-36	-24	1	0.13	-12
CCCOC(=O)CSc1nnc(-c2ccccc2Cl)o1	3	0	5	-1	-5	18	-4	1.7	-10
O=C(Oc1nsnc1N1CCOCC1)N1CCOCC1	-8	8	6	5	-8	-3	12	-0.18	11
Cc1cc(C(=O)NCc2ccco2)no1	-6	5	8	3	-9	-6	0	1.1	-6
O=C(O)c1cc(C2CC2)nn1-c1ccccc1	-6	7	-2	-1	0	8	2	0.4	12
COc1cc2c3c(c1)/C(=C1/SC(NC(C)=O)=NC1=O)C(=O)N3C(C)(C)C=C2C	-13	3	9	1	-14	-7	2	-1.4	19

Full records, looked up by structure. Screens in order: PLK1 inh, Rev-RRE block, LYP act, FAK inh, LYP inh 2, cytoskel mod, EphB4 ephrin blk, PTK2B oligo ant, Plk1 PBD FP
Shown for Nn1c(SCc2csc(-c3ccccc3)n2)nnc1-c1cccs1 → -11, 0, -9, 0, 8, -3, 2, 2, 0
Shown for COc1cccc(C(=O)Nc2ccc(S(=O)(=O)Nc3onc(C)c3C)cc2)c1 → -6, 4, -2, -1, 2, -2, 3, 0.23, 24
Shown for Cc1cc(Cl)c(S(=O)(=O)Nc2ccc3c(c2)OCO3)cc1OCC(N)=O → -9, 3, -9, 5, 2, -11, -5, -1.6, 5
Shown for Cc1cccc(C)c1NC(=S)N1CCC(N(C)CC2CCCO2)CC1 (stereo not given) → -8, 10, 12, 4, -11, 14, -3, 0.61, -6

(further entries)
SMILES	PLK1 inh	Rev-RRE block	LYP act	FAK inh	LYP inh 2	cytoskel mod	EphB4 ephrin blk	PTK2B oligo ant	Plk1 PBD FP
CC(CN1CCOCC1)OC(=O)C(c1ccccc1)c1ccccc1 (stereo not given)	-11	3	1	0	-1	5	-9	-0.41	-14
Clc1cccc(CN2CCC(Cc3ccccc3)CC2)c1	-4	-3	-2	-6	5	-23	-6	-0.38	12
CC(Cn1cnc2ccccc21)C(=O)O (stereo not given)	-6	12	15	-2	-16	·	5	0.45	17
Cc1ccc(CNc2oc(-c3ccco3)nc2S(=O)(=O)c2ccccc2)cc1	-17	11	-1	0	2	2	-1	0.78	-5
Cc1nn2c(C)c(C(=O)Nc3ccccc3)cnc2c1C#N	3	12	-10	-1	12	-8	-6	-0.04	-25
NS(=O)(=O)c1ccc(NC(=O)c2ccccc2C(=O)N2CCCCC2)cc1	-12	-2	4	3	-4	0	-11	-0.19	-45
CCOC(=O)CSc1nc(N)c(C#N)c(-c2ccc(OCC)cc2)c1C#N	-55	4	-3	-47	0	-5	3	0.64	-21
Cc1cc(Cl)ccc1NC(=S)NCc1cccs1	-6	-1	5	-5	-1	15	-4	1.4	-1
CN(C)c1nc(OCCNC(=O)COc2ccccc2Cl)nc(N(C)C)n1	-12	10	8	-2	-9	-19	-8	-0.12	12
